Screening data deposited in PubChem by National Center for Advancing Translational Sciences (NCATS).
Nrf2 block = inhibitors of Nrf2 signaling. A549 ARE-Fluc reporter, luciferase luminescence, 18-24 h. 360,000 compounds, 2.1% hits. Potency, µM (highest dose often 46 µM), for the others: top-dose activity change, negative = inhibition, usual class: inhibitors. AID 504444; also: potency is read from the fitted curve at half-maximal effect; % is scaled to controls: 0 for no effect and ±100 for the full control effect; nearly all actives have a fitted effect of over 60% in size
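Reporter: ARE-Fluc in A549. Exposure: 18-24 h, 37 °C, 5% CO2, 5% FBS OPTI-MEM. Readouts: fluorescent cytotoxicity (CellTiter-Fluor), then luminescent Nrf2 signal after BugLite.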
MmCpn inh = M. maripaludis TRiC chaperonin inhibition | purified Mm-Cpn ATPase, ADP Transcreener TR-FRET | Potency, µM (series often up to 76.9 µM), for the others: at the highest dose activity, negative = inhibition, most hits filed as inhibitors | 330,000 compounds, 0.031% hits | AID 504842; also: potency is read from the fitted curve at half-maximal effect; % is scaled to controls: 0 for no effect and ±100 for the full control effect; nearly all actives have a fitted effect of over 80% in size
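TR-FRET (320 nm excitation; 590 and 665 nm emission) reports ADP made from 10 uM ATP by 25 nM enzyme; compounds were preincubated 10 min, reaction run 30 min, both at 37°C.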
S2 tox = cell viability loss in ATXN counter-screen | S2 cells (HEK-293 line with an ATXN2-luciferase reporter) viability, CellTiter-Fluor protease fluorescence, 24 h | Potency, µM (series often up to 56.7 µM), actives largely listed as cytotoxic | 400,000 compounds, 0.49% hits; also: potency is read from the fitted curve at half-maximal effect; nearly all actives have a fitted effect of over 40% in size
HepG2 tox = kills HepG2 cells in TGF-b inhibitor counter-screen; HepG2 CAGA-GFP viability, ATP luminescence, 18 h; Potency, µM (doses to about 46.1 µM), for the others: at the top dose activity change, negative = cytotoxicity, hits mostly cytotoxic; 410,000 compounds, 0.76% hits; AID 588856; also: potency is read from the fitted curve at half-maximal effect; some results filed as inactive show a strong effect at the top dose
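CellTiter-Glo luminescence gave cytotoxicity after 18 hours at 37 degrees C. The cells were HepG2 CAGA-GFP in 1% FBS DMEM, stimulated with 500 pg/mL TGF-beta after compound addition. %Activity was normalised to no-cell wells (complete cell-killing) and DMSO (no toxicity), and curves were fitted and classified.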
CCT modulator = cytosolic chaperonin activity modulation; purified chaperonin ATPase assay, HTRF ADP detection, 30 min; activity change, % (test concentration not listed), hits read low; 360,000 compounds, 0.3% hits; AID 651819; in the data active = activity change below about -30%; also: % is scaled to controls: 0 for no effect and ±100 for the full control effect
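We incubate TRiC, 40 or 20 nM final, with library compounds at 76 uM and 10 uM ATP for 30 min at 37 °C. ADP formed is detected with Transcreener HTRF reagents after 30 min at room temperature.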
A549 tox = counter-screen for Nrf2 inhibitors: cytotoxicity in A549 cells; Potency, µM (highest dose often 46 µM), for inactives: at the top dose activity change, negative = cytotoxicity, most hits filed as inhibitors; 390,000 compounds, 0.16% hits; A549 ARE-Fluc cells, CellTiter-Fluor viability, 18-24 h; also: potency is read from the fitted curve at half-maximal effect; % is scaled to controls: 0 for no effect and ±100 for the full control effect
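Cytotoxicity counterscreen: CellTiter-Fluor fluorescence was measured in A549 ARE_Fluc cells after 18-24 h of compound exposure in a concentration series. The subsequent BugLite luminescent read reports ARE-luciferase activity.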
TGFb inhibitor = blocks TGF-b signaling; AID 588855; Potency, µM (titrated, usually from 46.1 µM), for the others: at the highest dose activity, negative = inhibition, usual class: inhibitors; HepG2 CAGA-GFP TGF-b/SMAD3 reporter, GFP fluorescence, 18 h; TGF-beta stimulated, 500 pg/mL final; 410,000 compounds, 1.2% hits; also: potency is read from the fitted curve at half-maximal effect; % is scaled to controls: 0 for no effect and ±100 for the full control effect; nearly all actives have a fitted effect of over 65% in size
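HEPG2 CAGA-GFP cells (1000/well, DMEM with 1% FBS) were pre-incubated 2 h at 37 degrees C, given compound by pin tool, then stimulated with TGF-beta at 500 pg/mL final for 18 h before per-cell GFP fluorescence imaging.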
Nrf2 ARE act = Nrf2 pathway activation; AREc32 ARE-luciferase reporter (MCF7-derived line), luminescence, 24 h; Potency, µM (highest dose often 46.1 µM), without a hit: at the highest dose activation, usual class: activators; 410,000 compounds, 0.31% hits; also: potency is read from the fitted curve at half-maximal effect; % of control where 0% means no effect; nearly all actives have a fitted effect of over 65% in size
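Luminescent ARE reporter assay in AREc32_Fluc cells: overnight plating at 37 deg C, 24 hr compound incubation, Steady-Glo added, 30 min RT before reading.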
pAkt inh = Akt phosphorylation inhibition | Neuro2A IGF-stimulated pAkt S473 HTRF, 20 min; hits give low values | activity change, % for hits at 50 µM | 360,000 compounds, 0.32% hits | AID 651550; in the data active = activity change below about -80%; inconclusive = mostly about -51% to -80%; also: % is scaled to controls: 0 for no effect and ±100 for the full control effect
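Neuro2A cells (4,500/well, DMEM with 0.5% FBS) were treated with compound at a single 50 µM final concentration, stimulated with 6 nM IGF for 20 min at 37 °C, and lysed. Phospho-Akt Ser473 was read by HTRF as 665/615 ratio ×10^4.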
* hit, by the source's call; i = inactive; ? = inconclusive; / = not tested or not shown; [ ] = remark or other dose. Unless noted, calls follow the shape of the dose curve; as a rule, active = well fitted curve in the direction sought with a large enough effect; inconclusive = small, poorly fitted or top-dose-only effect, or another doubt; inactive = no such curve, though single readings can be large; an effect the other way counts as inactive or inconclusive.

SMILES | Nrf2 block | MmCpn inh | S2 tox | HepG2 tox | CCT modulator | A549 tox | TGFb inhibitor | Nrf2 ARE act | pAkt inh
O=C(C(NS(=O)(=O)c1cccs1)c1ccccc1)N1CCN(c2ccccc2F)CC1 (centres undefined) | -19% | 1% | i | -5% | 0.3 | 20%[1.84 µM] | -17% | -0.1% | i
O=C(Nc1ncn[nH]1)c1ccc(Cl)c(S(=O)(=O)Nc2ccc(Cl)cc2)c1 | -17% | 3% | i | -5% | 0.6 | 0% | 1% | 0.0% | i
Nn1c(-c2ccccc2)nc2ccccc2c1=O | 1% | 5% | i | -12% | -0.3 | 2% | 1% | 5.1% | i
O=C(c1cc(Cl)cc(Cl)c1)N1CCC2CC1c1cc(N3CCCCC3)ccc12 (centres undefined) | / | / | ? | -30% | -1.1 | / | 4% | 0.5% | i
NC(=O)COc1ccc(C(=O)/C=C2/C(=O)Nc3ccccc32)cc1 | 7% | -1% | i | -27% | -19 | 9% | ? | ? | i
Nc1ncc(Br)cc1S(=O)(=O)NC1CCCCC1 | 6% | 2% | i | 1% | 2.1 | 0% | -1% | 4.5% | i
Cc1[nH]c(=O)[nH]c(=O)c1CSc1nnc(CCCCCNC(=O)OC(C)(C)C)o1 | -5% | 1% | i | 7% | 0.9 | -3% | -40% | -0.1% | i
Cc1cccc(CSc2ccc3nnc(-c4cccs4)n3n2)c1 | 13% | -5% | i | -6% | 1.5 | -2% | -1% | 6.1% | i
CCOC(=O)c1ccc(NC(=S)N2CCCC(C(=O)OCC)C2)cc1 (centres undefined) | 7% | 0% | i | 6% | -3.0 | 3% | 10% | -0.3% | i
Cc1ccc(S(=O)(=O)NCCCCCC(=O)Nc2cccc(C)c2)cc1 | -12% | 0% | i | 3% | 0.0 | -7% | 0% | 0.1% | i
CC(C)NC(=O)CN(Cc1ccccc1)S(=O)(=O)c1ccccc1 | 12% | -1% | i | 1% | -4.0 | -6% | -15% | -0.7% | i
CSc1ccccc1C(=O)Nc1cccc([N+](=O)[O-])c1 | -21% | 2% | i | -2% | -2.4 | -8% | -3% | 11% | i
Cc1ccc(NC(=O)C2=C(C(=O)O)CCCC2)cc1Br | -15% | 0% | ? | -5% | -0.4 | -16% | -3% | 2.6% | i
Cc1cc(C(=O)CSc2nc3ccccc3[nH]2)c(C)n1C | ? | 0% | i | -14% | -2.0 | -3% | -15% | 0.3% | i
CC1=C(C(=O)N2CCOCC2)CC(CC(=O)NC(c2ccccc2)c2ccccc2)C(=O)N1CCC1=CCCCC1 (centres undefined) | / | / | i | 0% | 0.7 | / | -3% | 3.5% | i
CC(C)(C)c1ccc(OCC(O)CS(=O)(=O)c2ccccn2)cc1 (centres undefined) | ? | -3% | i | -2% | 2.6 | -5% | ? | 0.4% | i
Cc1ccc(S(=O)(=O)N2CCCC(c3nc4c(nnn4Cc4ccc(OC(F)(F)F)cc4)c(=O)[nH]3)C2)cc1 (centres undefined) | 17% | / | i | -7% | / | 7% | 3% | 1.1% | /
CN(c1ccccc1)S(=O)(=O)c1cccc(C(=O)NNC(=O)c2ccncc2)c1 | -4% | 1% | ? | -16% | -1.5 | 0% | 0% | 0.4% | i
O=C(O)c1ccc2nc(-c3ccccc3)c(-c3ccccc3)nc2c1 | ? | -1% | i | 4% | -1.6 | -7% | 4% | 0.2% | i
CC(C)c1ccc(NC(=O)C(c2ccccc2)N(C)C(=O)c2cnccn2)cc1 (centres undefined) | -7% | 1% | i | -17% | 1.7 | -8% | -12% | 0.1% | i
COc1ccc(NC(=O)CN(C)C(=O)c2cc(CN3C(=O)c4ccccc4C3=O)ccc2OC)cc1 | ? | -1% | i | -14% | -5.3 | -14% | -12% | -0.2% | i
O=C(c1c(F)cccc1F)N1CCCc2ccccc21 | 6% | 0% | i | 0% | 1.9 | -8% | 4% | 0.4% | i
CON1C(=O)C(=O)N(OC)C2CCCCC21 (centres undefined) | 0% | 0% | i | -19% | -7.9 | 21% | 21% | -0.1% | i
Oc1ccc(O)c(Cc2nc3ccccc3s2)c1 | 0% | 1% | i | -11% | 1.8 | -4% | ? | 1.7%[9.22 µM] | i
O=C1N=C(N2CCOCC2)S/C1=C/c1cccs1 | 24% | -1% | i | -15% | -3.1 | -2% | -4% | 3.2% | i
CCCN(CC(=O)Nc1ccc(C(N)=O)cc1)CC(=O)Nc1ccc(F)c(F)c1F | 8% | 0% | i | -2% | -1.5 | -8% | -1% | 0.2% | i
Cc1cc(C(=O)OCC(=O)c2ccc(Br)s2)no1 | 0% | ? | i | 15% | 1.4 | -18%[1.84 µM] | -7% | 0.0% | i
O=C(C1CCN(S(=O)(=O)c2cccs2)CC1)N(c1ccccn1)C1CCCCC1 | -1% | -2% | i | -16% | -1.4 | 1% | 0% | 0.3% | i
Clc1nnc(NN=C2CCCC2)c2ccccc12 | ? | -1% | i | -34% | -1.9 | -1% | ? | 10µM* | i
CS(=O)(=O)N(CC(=O)NCCC1=CCCCC1)C1CCCCC1 | -13% | 0% | i | 0% | -0.7 | -14% | -11% | -0.8% | i
CCOc1ccc(C(=O)NCc2ccncc2)cc1OCC | -18% | 1% | ? | 4% | -0.7 | -7% | -2% | -0.8% | i
CC(C)NC(=O)NC(=O)CSc1ccccc1F | 8% | 1% | ? | -7% | -1.9 | -3% | 8% | 0.3% | i
CCOC(=O)c1noc2ncnc(Nc3ccc(F)cc3F)c12 | 22% | / | i | -21% | / | -1% | 9% | -0.3% | /
Cc1ccc(C(=O)Nc2cccc(C(F)(F)F)c2)cc1Nc1ccccn1 | 21µM* | 0% | 32µM* | -2% | -1.9 | ? | -1% | 2.3% | i
Cc1ccc(-c2csc3nnc(SCC(=O)N4CCN(Cc5ccccc5)CC4)n23)cc1 | -11% | -1% | i | -24% | -0.9 | -3% | 2% | 2.3% | i
O=C(O)CCn1cnc2ccccc2c1=O | 3% | 0% | i | 11% | -0.3 | -3% | 10% | -0.3% | /
C=CCS(=O)(=O)c1cccc2cccnc12 | -6% | -3% | i | -5% | 1.4 | 7% | -13% | -0.1% | i
CC1(C(=O)NC2CCCC2)CCC(=O)N1Cc1ccccc1 (centres undefined) | -7% | 0% | i | -5% | -3.5 | -8% | 1% | -0.4% | i
O=C(Nc1ccc(NC(=O)c2cccs2)c(Cl)c1)c1ccco1 | 21% | 3% | i | -14% | -0.5 | -5% | -18% | ? | i
CCN(CC)S(=O)(=O)c1ccc2oc(C(=O)NC3CCCc4ccccc43)c(C)c2c1 (centres undefined) | ? | 0% | i | -27% | -2.0 | 15% | -10% | 2.6% | i
COc1ccc(C(=O)NC(=S)Nc2cccnc2)cc1OC | -19% | 0% | i | -27% | -1.1 | ? | 3% | 0.0% | i
Cc1cc2oc(C(=O)Nc3c(C)n(C)n(-c4ccccc4)c3=O)cc(=O)c2cc1C | 10% | / | i | 8% | / | 1% | 21% | -0.7% | /
COc1ccccc1N(CC(O)CN1CCCCC1)S(=O)(=O)c1ccc(C)cc1 (centres undefined) | 26% | 1% | i | -16% | -1.8 | -5% | 9% | 3.1% | i
CCN(C[C@H]1N[C@@](CC)(C(=O)OC)[C@H]2C(=O)N(C)C(=O)[C@@H]12)C(=O)Nc1ccc(C)cc1 | -1% | 3% | i | 1% | -0.9 | 6% | -1% | 0.9% | i
O=C(Nc1ccc(N2CCN(Cc3ccccc3)CC2)cc1)c1ncn[nH]1 | 2% | 0% | i | 0% | 2.3 | 0% | -10% | 0.1% | i
COCCCNc1nc2c(c(=O)n(C)c(=O)n2C)n1Cc1ccccc1 | ? | / | i | -25% | / | 8% | 0% | -0.5% | /
CCOC(=O)Cc1cc(=O)c2cc(C)ccc2[nH]1 | 3% | 0% | i | -2% | -1.7 | 0% | -16% | 0.4% | i
Cc1ccc(/C=C/C(=O)N2CCCC(C)C2)cc1 (centres undefined) | 11% | 1% | i | -11% | -1.3 | 8% | -5% | -0.9% | i
CCCC(=O)OCCNc1cc(Sc2nc3ccccc3[nH]2)c2nonc2c1[N+](=O)[O-] | -13% | -7% | ? | 6.3µM* | -0.4 | ? | ? | -3.1% | i
Cc1ccc(OCc2ccc(C(=O)O)o2)c([N+](=O)[O-])c1 | 16% | 2% | i | 4% | 1.2 | -2% | -4% | -0.3% | i
